# Screening results (PubChem)
# FBW7 act = FBW7 E3 ligase activators, primary screen, biochemical, AlphaScreen, human; F-box/WD repeat-containing protein 7 (Homo sapiens), Q969H0; AlphaScreen FBW7–phospho-cyclin E peptide binding, activator screen; normalized activity (activation), % at 26.1 µM; 0.13% of 650,000 active; AID 1259310, 2017; in the data active means normalized activity above about 1.9%;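 further: purified mutant Fbw7 with reduced substrate affinity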
# MITF primary = MITF inhibitors, primary screen, biochemical, AlphaScreen, human. inhibition, % at 2.6 µM. AlphaScreen MITF homodimerization, bead proximity signal. 0.91% of 650,000 active. Microphthalmia-associated transcription factor (Homo sapiens), O75030. AID 1259374, 2018; in the data active means inhibition above about 50%;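 further: 0% = vehicle wells with protein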
# Target sequence (O75030 whole entry, looked up): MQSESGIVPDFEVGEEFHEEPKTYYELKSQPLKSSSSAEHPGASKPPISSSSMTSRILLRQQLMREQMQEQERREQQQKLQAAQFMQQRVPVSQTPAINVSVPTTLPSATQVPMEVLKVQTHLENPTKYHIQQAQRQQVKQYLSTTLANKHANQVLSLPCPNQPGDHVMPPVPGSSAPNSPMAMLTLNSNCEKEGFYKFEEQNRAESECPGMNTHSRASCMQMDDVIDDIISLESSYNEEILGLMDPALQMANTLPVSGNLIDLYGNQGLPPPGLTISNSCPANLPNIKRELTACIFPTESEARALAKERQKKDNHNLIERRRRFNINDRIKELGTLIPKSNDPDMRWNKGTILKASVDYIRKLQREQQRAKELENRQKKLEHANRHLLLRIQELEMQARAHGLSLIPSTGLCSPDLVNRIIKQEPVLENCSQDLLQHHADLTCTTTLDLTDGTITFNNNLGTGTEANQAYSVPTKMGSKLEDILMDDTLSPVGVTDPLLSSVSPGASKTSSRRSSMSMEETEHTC
# TEAD-YAP inh = TEAD-YAP interaction inhibition, primary screen, TEAD-YAP interaction inhibitor project, luminescence, HEK-TIYL cells; inhibition, % at 9.12 µM; 1.4% of 640,000 active; AID 1259422, 2018; TEAD-Gal4/YAP UAS-luciferase luminescence; in the data active means inhibition above about 32%;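 further: 0% = median of test compound wells and 100% = reference inhibitor wells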
# GPR151 activ = activators of human GPR151, primary screen, cell-based, PathHunter beta-arrestin, luminescence | PathHunter beta-arrestin GPR151 cells | activation, % at 11.2 µM | 1% of 650,000 active | AID 1508602, 2020; in the data active means activation above about 4.9%;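 further: 0% = median of compound wells and 100% = cells with positive control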
# Target sequence (Q8TDV0 whole entry, looked up): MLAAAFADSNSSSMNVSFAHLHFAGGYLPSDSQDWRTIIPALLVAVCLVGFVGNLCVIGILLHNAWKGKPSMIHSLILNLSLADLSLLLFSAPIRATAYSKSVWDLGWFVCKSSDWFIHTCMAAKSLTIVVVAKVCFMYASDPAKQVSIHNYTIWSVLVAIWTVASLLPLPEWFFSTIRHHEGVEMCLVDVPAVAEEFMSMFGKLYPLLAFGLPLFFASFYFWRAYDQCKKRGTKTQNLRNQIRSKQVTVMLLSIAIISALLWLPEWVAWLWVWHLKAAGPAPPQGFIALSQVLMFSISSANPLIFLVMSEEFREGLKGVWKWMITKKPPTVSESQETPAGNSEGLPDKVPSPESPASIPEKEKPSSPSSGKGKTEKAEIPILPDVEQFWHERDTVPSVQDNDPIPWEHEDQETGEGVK
# The depositor's hits bear a star. Rows were taken by chance. Share with any hit: about 3.5%.
smiles,FBW7 act,MITF primary,TEAD-YAP inh,GPR151 activ
Cn1c(=O)c2c(nc(NC3CCCCC3)n2Cc2ccccc2Br)n(C)c1=O,-0.1,9.7,-13.6,0.6
CCCCOC(=O)C1=C(C)NC2=C(C(=O)CCC2)C1c1ccccc1OCCCC (centres undefined),0.4,-12.8,4.5,-0.3
C/C(=N/NS(=O)(=O)c1ccc(C)cc1)c1ccc(NC(=O)C(F)(F)F)cc1,0.1,1.7,-7.6,-0.3
CCCCCCNC(=O)c1c[nH]c2ccc(S(=O)(=O)N(CC)c3cccc(C)c3)cc2c1=O,0.2,24.0,0.3,1.3
O=C(O)Cn1c(C(F)(F)F)nc2ccccc21,0.1,-5.0,-5.1,-0.5
Cc1c(C(=O)NCc2ccco2)sc2ncnc(N3CCN(c4ccccc4)CC3)c12,-0.2,1.8,1.3,-0.3
CCCCSc1nnc2c(n1)OC(c1cc3c(cc1Br)OCO3)Nc1ccccc1-2 (centres undefined),0.0,0.1,-14.5,0.0
Cc1ncoc1C(=O)Nc1ccccc1F,0.1,1.1,-2.9,-0.3
O=C1OCCC1OC(=O)C12CC3CC(CC(Br)(C3)C1)C2 (centres undefined),0.2,-22.3,-12.5,0.0
CC(=O)O[C@H]1C[C@@H](O)C(C)(C)C2C[C@@H](OC(C)=O)[C@]3(C)C(CC[C@@]4(C)[C@H](c5ccoc5)OC(=O)C5OC543)[C@]21C (some centres undefined),-0.1,1.6,10.1,0.8
COc1ccccc1-c1ocnc1C(=O)NCCCn1ccnc1,-0.1,-0.4,-1.2,0.8
CN(C)CCNc1ccnc2c(-c3ccccc3CO)cnn12,0.8,24.5,5.8,-1.2
CCN1CCN(c2cc(C)c3cc(NC(=O)c4ccc(OC)c(OC)c4)ccc3n2)CC1,-0.1,0.3,16.4,0.9
O=C(/C=C/c1cccc([N+](=O)[O-])c1)N1CCN(c2ccccc2F)CC1,0.7,7.3,2.8,1.5
Nc1ccc(-c2nc(-c3ccccc3)c3ccccc3n2)cc1,0.4,-10.8,6.1,-0.8
COc1cc(/C=C2/C(=N)N3N=C(C(C)C)SC3=NC2=O)ccc1OCCOc1cc(C)ccc1C(C)C,0.3,17.3,4.7,-1.9
c1cnc2c(SCC3CCOCO3)cccc2c1 (centres undefined),0.1,11.1,-15.1,-1.2
Cc1ccc(NC(=O)CN(CCO)c2ccccc2)cc1,0.1,-5.7,-10.9,-0.2
CCCOc1ccc(/C(O)=C2/C(=O)C(=O)N(CCN(C)C)C2c2ccc(C(C)C)cc2)cc1C (centres undefined),-0.1,-3.9,4.9,-0.3
Cc1ccc(/C(N)=N/OC(=O)c2cccc([N+](=O)[O-])c2)cc1,0.0,2.8,-21.2,-0.4

# Brought forward from above: 2 compounds; new compounds follow.
smiles,FBW7 act,MITF primary,TEAD-YAP inh,GPR151 activ
CCCOc1ccc(/C(O)=C2/C(=O)C(=O)N(CCN(C)C)C2c2ccc(C(C)C)cc2)cc1C (centres undefined),-0.1,-3.9,4.9,-0.3
Cc1ccc(/C(N)=N/OC(=O)c2cccc([N+](=O)[O-])c2)cc1,0.0,2.8,-21.2,-0.4
O=C(OCc1cccc([N+](=O)[O-])c1)c1ccc(S(=O)(=O)C(F)F)cc1,0.0,7.8,2.4,0.4
COc1ccc(Oc2nnnn2-c2ccccc2)c([N+](=O)[O-])c1,-0.1,-4.7,4.0,0.8
COc1ccccc1C(=O)Oc1ccc(N2C(=O)C3CCCCC3C2=O)cc1 (centres undefined),0.1,-3.8,6.9,2.1
O=C(Cc1cn(-c2ccc(Nc3nccc4ccccc34)nn2)c2ccccc12)NCCc1ccc(O)cc1,0.2,17.7,2.0,0.1
C=CCCC(=O)N(Cc1cc2cc3c(cc2nc1N(C)C)OCO3)CC1CCCO1 (centres undefined),-0.2,2.5,2.3,1.4
Cc1cc(NS(C)(=O)=O)ccc1NS(C)(=O)=O,0.0,-1.1,4.4,0.0
CCc1ccc(N2C(=O)c3cc(N4CCOCC4)c([N+](=O)[O-])cc3C2=O)cc1,-0.1,4.3,-1.0,-1.2
CC(C)c1ccc(NC(=O)CCNS(=O)(=O)c2cccc3nsnc23)cc1,0.1,1.9,5.8,0.9
O=C(NNC(=O)C1CC=CCC1)c1ccccc1Br (centres undefined),0.3,3.9,-12.2,1.0
COc1ccc(NC(=O)C2CC(C(C)(C)C)CC(C(C)(C)C)C2)cc1 (centres undefined),0.0,-15.8,1.8,1.4
COc1ccc(-c2nnc3[nH]c(=O)n(C)c(=O)c3n2)cc1,-0.1,0.5,-39.9,0.0
Cc1ccc(NC(=O)CN(c2cccc(C)c2C)S(C)(=O)=O)cc1,0.0,-6.1,-0.9,1.6
CCCCOc1ccc(C(C)=O)cc1Cc1c(O)nc(SC)[nH]c1=O,0.2,13.5,2.5,-1.2
Cc1ccc(NC(=O)CN2CCOCC2)c(C)c1,-0.2,-1.1,1.0,1.0
c1ccc(CN2CCN(Cc3nnnn3Cc3ccccc3)CC2)cc1,0.0,1.9,4.5,1.4
COc1ccc(CC(=O)N2N=C(c3ccc(F)cc3)CC2(O)C(F)(F)F)cc1OC (centres undefined),-0.1,12.1,-1.0,0.0
COc1cc(/C=N/NC(=O)COc2ccc(C)cc2[N+](=O)[O-])cc(Br)c1O,0.8,1.2,-15.1,2.7
CCOc1ccc2ccccc2c1C(=O)Nc1cc(=O)n(C)c(=O)n1C,0.0,-2.2,2.6,-0.1
CCOC(=O)c1sc2nc(C)nc(N(C)Cc3ccccc3)c2c1C,0.2,11.9,-3.2,0.5
Cc1cc(=O)[nH]c2cc(N)ccc12,0.3,4.5,-4.0,0.6

# The list goes on:
smiles,FBW7 act,MITF primary,TEAD-YAP inh,GPR151 activ
Cc1ccccc1NC(=S)N(Cc1cccc(Br)c1)CC1CCC(C(=O)O)CC1 (centres undefined),-0.1,-1.0,-0.2,7.6*
CC(=O)Oc1cc(-c2coc3cc(OC(C)=O)c(OC(C)=O)c(OC(C)=O)c3c2=O)cc(OC(C)=O)c1OC(C)=O,-0.2,73.2*,8.4,-1.9
O=C(NC1CCCC1)C(c1ccncc1)N(C(=O)c1ccco1)c1cccc(F)c1 (centres undefined),0.0,0.9,11.4,0.9
Cc1nnc(NC(=O)CCCOc2ccc(Cl)cc2C)s1,0.7,13.7,3.1,-1.4
CCN(CC)CCCNC(=O)c1cc2nc(-c3ccco3)cc(C(F)(F)F)n2n1,0.0,-7.0,-0.3,-1.0
Cc1cc(C(=O)N/N=C/c2ccc(N(C)C)cc2)n[nH]1,-0.1,-1.3,-35.3,-0.4
CCOC(=O)C1CCCN(Cn2nc(-c3ccncc3)n(-c3ccccc3)c2=S)C1 (centres undefined),-0.5,1.0,-5.9,-0.4
Cn1c(COc2ccc(Br)cc2)n[nH]c1=S,-0.2,7.3,1.0,0.1
O=[N+]([O-])c1ccc(CN2CCC(c3nc4ccccc4[nH]3)CC2)cc1,0.0,-1.1,1.9,-0.9
O=C(NC1CCN(S(=O)(=O)c2ccccc2)CC1)c1ccco1,0.2,9.7,1.6,-1.0
Cc1cccc(NC(=O)c2ccc(N3CC4CC(C3)c3cccc(=O)n3C4)c(NC(=O)c3cccc(C(F)(F)F)c3)c2)n1 (centres undefined),-0.1,-4.2,0.0,-0.3
CC(C)(C)C1(C)OC(C(=O)NC2CCCCC2)C(C(=O)NC2CCCCC2)O1 (centres undefined),0.1,4.9,4.3,-0.1
CN(C)CCCNC(=S)Nc1ccccc1C(F)(F)F,-0.2,0.4,-1.2,1.4
O=C(Oc1ccc2c(=O)c(Oc3ccccc3Br)coc2c1)c1cccs1,-0.2,-2.1,13.9,2.1
CC(=O)c1cccc(Nc2nc(Nc3ccccc3F)nc(N3CCOCC3)n2)c1,0.2,12.9,-29.7,-0.8
Cc1cc2nnc(SCC(=O)Nc3ccccc3F)n2c(N)n1,-0.1,4.5,-9.5,0.0
CC(C)(C)NC(=O)COC(=O)c1cc(-c2ccco2)nc2ccccc12,0.1,13.2,2.6,-0.3
O=C1C2C3C=CC(C3)C2C(=O)N1c1ccc(OC(F)(F)F)cc1 (centres undefined),0.0,-2.5,6.8,2.1
Cc1nc(NCCNC(=O)/C=C/c2ccccc2)cc(N(C)C)n1,0.0,8.2,-2.1,-0.5
COc1ccc(C2/C(=C(/O)c3ccccc3)C(=O)C(=O)N2CCN)cc1OC (centres undefined),0.1,14.4,-7.8,2.1

# Other structures follow.
smiles,FBW7 act,MITF primary,TEAD-YAP inh,GPR151 activ
COC(=O)C1=C(C(=O)OC)SC2(S1)C(C(=O)OC)=C(C(=O)OC)SC1=C2c2ccccc2N(C(C)=O)C1(C)C,-0.2,-4.2,0.7,-0.1
CS(=O)(=O)N(CC(=O)Nc1cccc(F)c1)c1ccc(Br)cc1,0.0,14.4,-11.0,1.2
COc1ccc(C)cc1NC(=O)c1cn(C)nc1OC,0.1,-5.2,-18.9,-1.6
O=C(c1nn2c(C(F)(F)F)cc(-c3ccc(Cl)cc3)nc2c1Cl)N1CCCC1,0.0,11.3,2.7,-1.1
O=C1CSC(c2cccc(Cl)c2Cl)N1c1cccc(C(F)(F)F)c1 (centres undefined),-0.2,-3.1,-7.6,0.2
COc1ccc(C2CC(c3c(C)cc(C)[nH]c3=O)=NN2c2ccccc2C)cc1 (centres undefined),0.2,-7.3,15.6,-0.1
Cc1nn(C)c(C)c1-c1nc(NCc2ccccc2)c2ncn(C(C)C)c2n1,0.0,-2.4,-11.1,1.3
Cc1cccc(-c2cc(NCCCN3CCOCC3)ncn2)c1,0.0,1.3,-15.1,2.3
COc1ccc(C(c2nnnn2Cc2ccc(F)cc2)N2CCN(C)CC2)cc1OC (centres undefined),0.2,1.1,-0.9,0.3
Cc1ccc(/C=C(\C#N)C(=O)Nc2ccccn2)cc1,-0.1,-5.6,-6.5,1.0
CC(=O)Oc1ccc2c(=O)c(-c3ccccc3)c(C(F)(F)F)oc2c1,0.0,-3.1,0.0,-1.0
CC(=O)N(/N=C1\Sc2ccccc2C1=O)c1cccc(Br)c1,0.0,2.9,-19.7,-1.4
CC(C)CCN1CC[C@@H]2[C@H](CCCN2C(=O)c2ccccc2N(C)C)C1,0.0,-0.3,15.3,1.2
CCCN(C(=O)c1cccs1)c1nnc(-c2cccnc2)s1,-0.1,3.7,-46.1,1.4
CCCCCCNc1nc2c(c(=O)[nH]c(=O)n2C)n1Cc1ccc(F)cc1,-0.1,11.7,5.0,1.3
NC(=O)c1ccc(-c2cc(NCCc3ccc(O)cc3)nc(N)n2)cc1,0.1,-7.8,-13.5,-1.8
O=C(Cc1ccsc1)N1CCC(CO)(Cc2ccccc2C(F)(F)F)CC1,-0.1,-3.4,3.0,1.1
Cc1ccccc1NC(=O)N1CCCC1,0.1,-23.6,8.3,-0.4
CCOC(=O)c1sc(=NC(=O)c2cc(C)nn2CC)n(C)c1C,0.1,1.2,-65.0,0.5
COc1cccc2c1OC1(CCN(C(=O)NC(C)C)CC1)OC2,0.3,-3.0,-7.0,0.4

# The list continues.
smiles,FBW7 act,MITF primary,TEAD-YAP inh,GPR151 activ
COc1ccccc1NC(=O)CCN1CCCCC1,-0.1,1.4,6.6,1.6
CN1CCCN(C(=O)CNC(=O)Cc2ccccc2)CC1,-0.1,-1.3,1.3,2.2
CC1CCc2c(sc(NC(=O)CN3CCN(c4ccccc4O)CC3)c2C#N)C1 (centres undefined),-0.1,-10.8,5.9,0.0
O=C(NCc1ccccc1Cl)c1ccc2c(=O)n(Cc3cccc(Br)c3)c(=S)[nH]c2c1,0.3,-2.8,0.1,-0.4
COCCNC(=O)c1ccc(C)cc1C,0.2,11.7,6.4,-0.2
CCOc1ccccc1OCCCC(=O)Nc1nc2ccccc2[nH]1,-0.1,3.6,22.8,0.7
Cc1noc(C)c1C(=O)Nc1nc(-c2ccc(F)cc2)c(C)s1,-0.1,22.3,3.0,-0.3
CCCCC1CCC(C(=O)Oc2ccc(-c3ccc(C#N)cc3)cc2)CC1 (centres undefined),-0.1,-0.6,-6.0,3.7
CCOC(=O)c1c(NC(=O)c2cc3cccc(OC)c3oc2=O)sc(C)c1C,0.3,18.6,-11.1,-1.4
Nc1c(C(=O)Nc2ccc(Cl)c(Cl)c2)sc2nc3c(c(-c4cccs4)c12)CCCC3,0.1,-10.0,-1.1,1.1
O=C(Oc1c(-c2ccco2)oc2ccccc2c1=O)c1cccs1,-0.1,-12.2,-2.6,-0.5
COc1c[nH]c(C(=O)Nc2cccc(Cl)c2)cc1=O,-0.4,0.4,-35.2,-10.3
COCCN1C(=O)c2ccccc2C(C(=O)Nc2ccc(C)c(F)c2)C1c1ccc(F)cc1 (centres undefined),0.1,1.1,-15.5,-0.3
Cc1ccc(C(=O)Nc2nc(-c3ccc(C#N)cc3)cs2)cc1,-0.2,-9.2,-13.4,-1.3
COC(CNC(=O)CCc1c(C)nc2c(-c3ccccc3)c(C)nn2c1C)OC,0.0,-3.6,-0.9,0.0
COc1ccc(C2CC(c3cccs3)=NN2C(=O)CSc2nnc(CNC(=O)c3ccccc3)n2-c2ccc([N+](=O)[O-])cc2)cc1 (centres undefined),0.0,12.0,17.1,1.2
